USP1 inh: USP1/UAF1 (human) deubiquitinase inhibition; O94782; recombinant USP1/UAF1, Ub-Rhodamine cleavage fluorescence; Potency, µM (top dose mostly 57.1 µM), inactives show at the highest dose activity change, negative = inhibition, hits mostly inhibitors; 390,000 compounds, 0.23% hits; AID 743255; also: potency is read from the fitted curve at half-maximal effect; % is scaled to controls: 0 for no effect and ±100 for the full control effect; nearly all actives have a fitted effect of over 60% in size; inactives centre near -12
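1 nM enzyme complex + cpd, 15 min RT; start with Ub-Rho 150nM final; kinetic fluorescence ex 480/em 540, 6 reads q60 s. Buffer 50mM HEPES pH 7.8, 0.5mM EDTA, 0.1 mg/ml BSA, 1mM TCEP, 0.01% Tween-20.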
TRHR agonist: TRH receptor (human) agonism. activation, % at 2 µM. TRHR cells, calcium flux fluo-8, FDSS agonist mode. AID 493084. 360,000 compounds, 0.18% hits; in the data active = activation above about 30%; also: 0% is about no effect
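Steps: seed TRHR cells overnight; add fluo-8 no-wash Ca dye, RT 30 min–1.5 h; record 10 s baseline; pin-transfer compounds; monitor fluorescence 1 cycle/s for the agonist window. Calcium increases flag candidate agonists.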
rTrxR1 inhibitor: inhibitors of rat thioredoxin reductase 1 | O89049 | recombinant rTrxR1, NADPH fluorescence consumption, selenite substrate | Potency, µM (series often up to 114 µM), for the others: top-dose activity change, negative = inhibition, actives largely listed as inhibitors | 390,000 compounds, 1% hits; also: potency is read from the fitted curve at half-maximal effect; % is scaled to controls: 0 for no effect and ±100 for the full control effect; nearly all actives have a fitted effect of over 65% in size
Target sequence (O89049 whole entry, looked up): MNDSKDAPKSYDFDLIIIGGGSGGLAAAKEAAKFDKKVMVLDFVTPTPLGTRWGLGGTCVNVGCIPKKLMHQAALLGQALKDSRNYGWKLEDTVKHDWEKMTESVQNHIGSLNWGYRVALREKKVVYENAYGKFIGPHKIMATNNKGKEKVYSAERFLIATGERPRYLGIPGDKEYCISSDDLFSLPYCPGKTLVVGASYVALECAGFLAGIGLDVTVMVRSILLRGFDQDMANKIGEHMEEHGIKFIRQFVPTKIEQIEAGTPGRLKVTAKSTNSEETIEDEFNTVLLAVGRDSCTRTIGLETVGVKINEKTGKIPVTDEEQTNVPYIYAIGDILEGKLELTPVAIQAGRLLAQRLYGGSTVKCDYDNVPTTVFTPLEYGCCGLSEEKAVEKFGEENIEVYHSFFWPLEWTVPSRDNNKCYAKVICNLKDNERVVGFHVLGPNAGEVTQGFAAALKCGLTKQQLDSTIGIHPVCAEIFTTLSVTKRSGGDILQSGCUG
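Rat TrxR1 (90 nM in the dispensed reagent) was pre-reduced with 400 uM NADPH for 5 min at room temperature, then incubated with compound for 15 min. After 400 uM selenite was added, NADPH fluorescence (Ex 340/Em 450 nm) was followed for 8 min.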
TrxR1 substrate: is turned over as a substrate by rat TrxR1; O89049; purified TrxR1 substrate turnover, NADPH consumption readout; Potency, µM (highest dose often 114 µM), without a hit: at the top dose activity change, negative = substrate turnover; 390,000 compounds, 0.01% hits; also: potency is read from the fitted curve at half-maximal effect; % is scaled to controls: 0 for no effect and ±100 for the full control effect; nearly all actives have a fitted effect of over 50% in size
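Rat TrxR1, dispensed at 90 nM, was prereduced with 400 uM NADPH (final) for 5 min at ~22 deg C, then incubated with compound 15 min before 400 uM selenite. A first-read NADPH fluorescence drop versus no-compound background flagged substrates.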
IDH1 R132H inh: human IDH1 R132H inhibition; O75874; IDH1-R132H enzyme, NADPH consumption, diaphorase/resazurin fluorescence; Potency, µM (doses to about 76.6 µM), inactives show top-dose activity change, negative = inhibition, usual class: inhibitors; 390,000 compounds, 0.093% hits; AID 602179; also: potency is read from the fitted curve at half-maximal effect; % is scaled to controls: 0 for no effect and ±100 for the full control effect; nearly all actives have a fitted effect of over 65% in size
Target sequence (O75874 whole entry R132H, stated change not applied): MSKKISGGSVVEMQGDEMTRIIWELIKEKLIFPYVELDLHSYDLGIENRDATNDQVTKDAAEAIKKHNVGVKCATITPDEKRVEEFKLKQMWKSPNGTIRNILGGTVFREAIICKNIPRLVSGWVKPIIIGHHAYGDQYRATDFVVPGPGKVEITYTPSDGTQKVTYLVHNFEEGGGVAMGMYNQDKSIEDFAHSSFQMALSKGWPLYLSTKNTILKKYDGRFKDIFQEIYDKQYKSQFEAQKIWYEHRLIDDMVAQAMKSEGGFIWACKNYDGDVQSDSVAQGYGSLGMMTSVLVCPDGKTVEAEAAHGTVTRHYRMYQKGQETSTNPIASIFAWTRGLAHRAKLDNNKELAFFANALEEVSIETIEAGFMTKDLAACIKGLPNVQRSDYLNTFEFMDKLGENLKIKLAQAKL
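IDH1-R132H (0.5 ug/mL dispensed) in pH 7.5 Tris buffer was preincubated 30 min with compound, then given a substrate mix of 0.016 mM NADPH and 2 mM alpha-KG for 80 min at room temperature; remaining NADPH was read by diaphorase/resazurin fluorescence.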
TRHR PAM: TRH receptor (human) allosteric enhancement. P34981. TRHR cells, fluo-8 calcium fluorescence, EC20 TRH enhancement. 360,000 compounds, 0.66% hits. enhancement, % at 2 µM; in the data active = enhancement above about 30%; also: 0% is about no effect
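TRHR-expressing cells loaded with fluo-8 calcium dye were read kinetically (ex 480/em 530) during compound addition, then stimulated with an EC20 of TRH (10 nM final). Enhancement of the Gq-mediated intracellular calcium response was scored.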
D2 antag: D2 dopamine receptor (human) antagonism; inhibition, % at 10 µM; P14416; 340,000 compounds, 2% hits; HEK293 TREx D2 cells, calcium flux, dopamine EC80; in the data active = inhibition above about 30%; also: 0% is about no effect
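Cells plated overnight at 30 C with tetracycline; no-wash calcium dye, 30–90 min RT; 10 s baseline; compound pinned; 180 s read; EC80 dopamine added; another 180 s read.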
D2 ag: activates the human D2 dopamine receptor | HEK293 T-REx D2 cells, calcium flux agonist mode | activation, % at 2 µM | 340,000 compounds, 0.53% hits | AID 485358;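 active = activation over 3 SD above normal in the single-dose calcium agonist read, cut at about 30% in these data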; also: 0% is about no effect
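Calcium-flux readout, 1 cycle/sec over 180 s following compound pin transfer, in inducible HEK293 Trex D2 cells (force-coupled); dopamine controls included. Positive calcium responses during this window marked compounds as potential agonists.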
Pin1 inhibitor: inhibitors of human Pin1; Q13526; Pin1 FP peptide displacement, HiFluor488, 10 min; Potency, µM (titrated, usually from 115 µM), without a hit: top-dose activity, negative = inhibition, most hits filed as inhibitors; 390,000 compounds, 0.009% hits; AID 504891; active = well fitted inhibition curve with a large enough effect in the polarisation, with a control signal flat, not every such curve was filed as active; inconclusive = small, poorly fitted or top-dose-only effect, or effect the other way, or a change in a side signal; inactive = no such curve, though single readings can be large or run the other way; the % refers to the polarisation; also: potency is read from the fitted curve at half-maximal effect; % is scaled to controls: 0 for no effect and ±100 for the full control effect
Target sequence (Q13526 whole entry, looked up): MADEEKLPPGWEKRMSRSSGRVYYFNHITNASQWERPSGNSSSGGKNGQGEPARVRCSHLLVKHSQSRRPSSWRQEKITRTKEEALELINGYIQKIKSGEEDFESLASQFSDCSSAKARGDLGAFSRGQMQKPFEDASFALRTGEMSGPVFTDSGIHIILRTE
Active calls of the source: *; ? = inconclusive; / = no result given; & = joins results of further samples; [ ] = dose if it differs, or a comment. Unless noted, calls follow the shape of the dose curve; as a rule, active = well fitted inhibition curve with a large enough effect; inconclusive = small, poorly fitted or top-dose-only effect; inactive = no such curve, though single readings can be large or run the other way. An excerpt; rates above refer to the full screens.

SMILES	USP1 inh	TRHR agonist	rTrxR1 inhibitor	TrxR1 substrate	IDH1 R132H inh	TRHR PAM	D2 antag	D2 ag	Pin1 inhibitor
C=CCn1c(O)c(N=NC(=O)C(O)c2ccccc2)c2ccccc21 (stereo not given)	-22%	-0.7	-17%	-15%	0%	-3	-9	-0.1	-1%
CCc1ccc(C(=O)NNC(=O)CCc2nc3ccccc3c(=O)[nH]2)cc1	-13%	0.7	8%[57.1 µM]	0%[57.1 µM]	0%	-9	-3	0.1	7%
Cc1ccc(Sc2ccc(N3CCCC(C(=O)Nc4ccc(F)cc4F)C3)nn2)cc1 (stereo not given)	?	-0.5	6%	1%	-9%	-3	/	-0.1	39%[activator]
O=[N+]([O-])c1ccc(OS(=O)(=O)Cc2ccccc2)cc1	-15%	-2.0	19%[57.1 µM]	8%[57.1 µM]	10%	-1	-1	0.0	-1%
CC(C)n1nnnc1-c1cc(Cl)cc(Cl)c1	2%	-0.8	12%	-7%	0%	1	-1	0.4	-2%
Cc1ccc(N2CC(NC(=O)Cc3cccs3)CC2=O)cc1C (stereo not given)	?	-0.2	18%[57.1 µM]	4%[57.1 µM]	13%	-1	/	0.6	-4%
COc1cc(/C=N/NC(=O)c2ccc3ccccc3c2)ccc1Oc1ccc([N+](=O)[O-])cn1	1%	-0.5	11%[57.1 µM]	1%[57.1 µM]	-6%	-5	28	1.7	6%
CC(C)COc1ccc(C(=O)OCCN2CCCCC2)cc1	-5%	0.6	1%	0%	9%	-1	-14	0.3	-7%
CCc1nc(N)c(C#N)c(-c2cccn2C)c1C	5%	/	2%	1%[57.1 µM]	10%	/	/	/	-4%
NC(N)=N/N=C/c1ccc(OCc2ccc(Cl)cc2Cl)cc1	-2%	-0.1	27%	9%	3%	10	7	0.4	14%
COc1cccc(OCCCCn2c(-c3ccc(Cl)cc3)nc3ccccc3c2=O)c1	-7%	-0.4	-18%	-5%	7%	11	/	-2.3	-1%
COC(=O)c1ccn(C(=O)c2ccc(Cl)cc2)n1	0%	-0.4	38%[activator][57.1 µM]	104%[activator][57.1 µM]	6%	6	1	-0.2	-9%
COc1ccc(NC(=O)c2onc(C)c2Cl)cc1	-5%	-0.8	15%	4%	1%	-14	11	1.3	-2%
C[C@]12c3[nH]c4cc(-c5ccco5)ccc4c3CCN1C(=O)[C@@H](CC(=O)NCCN1CCOCC1)C[C@@H]2C(=O)N1CCCCC1	0%	/	7%	31%	2%	/	/	/	2%
CN(c1ccc(OCC(=O)O)cc1)S(=O)(=O)c1ccc2ccccc2c1	-21%	1.0	13%	0%	-6%	9	9	0.4	-6%
COc1ccc(NC(=O)c2cnc(N3CCOCC3)c3ccccc23)cc1OC	-1%	-0.2	-16%[57.1 µM]	-9%[57.1 µM]	5%	-3	/	1.1	-2%
Cc1cc(OC(C)C(=O)NCc2cccnc2)c2c(C)cc(=O)oc2c1 (stereo not given)	-15%	-1.1	18%[57.1 µM]	34%[activator][57.1 µM]	3%	-2	-4	-3.6	1%
CCO/C=C/C(O)(CNC(=O)c1ccc(C(C)(C)C)cc1)C(F)(F)F (stereo not given)	-20%	0.1	11%	-7%	8%	0	/	/	18%
O=C(C1CCCN(S(=O)(=O)c2ccccc2)C1)N1CCN(c2ccccc2)CC1 (stereo not given)	-4%	-0.4	-10%	-11%	-1%	-5	-2	-0.4	-3%
CC(Sc1ccccc1)C(=O)Nc1ccccc1C(=O)N1CCOCC1 (stereo not given)	0%	-0.8	33%	12%	4%	8	-20	1.1	1%
c1ccc(-n2ncc3c(N4CCCC4)ncnc32)cc1	-24%	-0.1	17%	3%	4%	-5	-20	-1.4	?
COc1ccccc1C(=O)OCc1cc(=O)n2nc(C(C)C)sc2n1	-14%	0.7	19%[57.1 µM]	1%[57.1 µM]	10%	7	/	-0.5	-3%
CCCN1CCN(CCCNC(=O)c2ccc3c(c2)NC(=O)c2ccccc2S3)CC1	0%	0.1	24%	-2%	-1%	-9	23	0.3	-2%
CSCCCNC(=O)c1ccc(OC2CCN(C(=O)c3cccnc3)CC2)cc1	-7%	0.0	4%	0%	-7%	-1	1	0.3	0%
Cc1ccc2nsnc2c1S(=O)(=O)N1CCN(C)CC1	-19%	0.0	13%	1%	0%	10	29	0.5	-11%
COc1cc2c(=O)c(C(=O)c3ccc(C)c(C)c3)cn(Cc3ccc(F)cc3)c2cc1OC	-17%	0.0	14%	-1%	?	-2	/	0.7	-3%
O=C(CCNS(=O)(=O)c1cccc2nonc12)NC1CCCc2ccccc21 (stereo not given)	-9%	0.3	?	-8%	0%	3	-4	-0.4	0%
COc1ccc(OC)c(NC(=O)C2C3C=CC(C3)C2C(=O)NCc2cccnc2)c1 (stereo not given)	-16%	0.3	14%[57.1 µM]	6%[57.1 µM]	-5%	-5	-9	-0.4	-2%
COC(=O)CCC(=O)c1oc2ccc(Br)cc2c1N	-7%	0.4	-18%	-3%	19%	0	17	0.1	5%
C=CCSC1=N/C(=C\c2cccnc2)C(=O)N1c1ccc(OC)cc1	-15%	0.2	-13%	-8%	1%	8	12	0.6	7%

Two entries from above, as labelled records:
CCc1nc(N)c(C#N)c(-c2cccn2C)c1C
  USP1 inh = 5%
  TRHR agonist = /
  rTrxR1 inhibitor = 2%
  TrxR1 substrate = 1%[57.1 µM]
  IDH1 R132H inh = 10%
  TRHR PAM = /
  D2 antag = /
  D2 ag = /
  Pin1 inhibitor = -4%
NC(N)=N/N=C/c1ccc(OCc2ccc(Cl)cc2Cl)cc1
  USP1 inh = -2%
  TRHR agonist = -0.1
  rTrxR1 inhibitor = 27%
  TrxR1 substrate = 9%
  IDH1 R132H inh = 3%
  TRHR PAM = 10
  D2 antag = 7
  D2 ag = 0.4
  Pin1 inhibitor = 14%

Continuation:
SMILES	USP1 inh	TRHR agonist	rTrxR1 inhibitor	TrxR1 substrate	IDH1 R132H inh	TRHR PAM	D2 antag	D2 ag	Pin1 inhibitor
COCCn1c(SCC(=O)Nc2cccc(C)c2)nnc1C(C)C	-12%	-0.1	4%	2%	4%	-5	7	0.5	1%
Cc1ccc(F)cc1NC(=O)CCc1c(C)nn(-c2ccc(N3CCCC3)nn2)c1C	-7%	-0.1	3%[57.1 µM]	1%[57.1 µM]	-20%	1	/	2.0	2%
Cc1ccc(C2CC(=O)C=C(O)C2)cc1 (stereo not given)	?	0.5	7%[57.1 µM]	-6%[57.1 µM]	0%	1	-8	0.5	2%
CN(C)CCCN(C(=O)c1ccc2c(c1)CCCC2)c1nc2cc3c(cc2s1)OCO3	-14%	1.0	1%	-4%	-10%	2	-3	2.1	-10%
COc1ccc(-c2cn3cccnc3n2)cc1NC(=O)C(C)Oc1ccccc1 (stereo not given)	-19%	-0.7	3%	155%[activator]	?	2	23	0.0	-2%
CC(C)OC(=O)CSc1nnc(-c2ccccn2)n1-c1ccccc1	-19%	-0.4	2%	0%	6%	-12	9	-0.1	-2%
C=CS(=O)(=O)N(Cc1ccccc1Br)[C@H](CO)Cc1ccccc1	-22%	/	?	8%&-7%	?	/	/	/	-15%
O=C1CNc2ccc(C(=O)N3CCN(c4ccccn4)CC3)cc2N1	?	1.1	30%[57.1 µM]	7%[57.1 µM]	-8%	5	5	-1.3	?
COC(=O)c1cc2sccc2n1Cc1nc(-c2cccc(Br)c2)oc1C	-3%	-0.1	0%	5%	0%	0	/	/	-1%
CC(C)(C)CC(=O)NCCCCCCNC(=O)CC(C)(C)C	-15%	-0.1	15%	4%	0%	14	-14	0.0	-7%
CC1(C)N=C(SCC(=O)Nc2ccc(Cl)cc2)C(c2ccc(Cl)cc2)=N1	-7%	-0.4	7%	-5%	2%	12	12	0.3	?
CCOc1ccc(NC(=O)CCC(=O)Nc2cc(OC)c(NC(=O)c3ccco3)cc2OC)cc1	5%	-0.8	14%	3%	0%	20	-1	-1.0	3%
O=C(c1ccccc1)N1CCN(C2c3cccc4cccc(c34)C2NS(=O)(=O)c2ccccc2)CC1 (stereo not given)	-21%	1.0	0%	6%	-3%	8	-11	1.0	14%
COCOc1ccc(C2CC(=O)c3c(OCOC)cc(OCOC)cc3O2)cc1 (stereo not given)	-23%	/	-18%	4%	-10%	/	/	/	1%
O=C(N1CCCCC1)N1CCN(S(=O)(=O)c2ccccc2)CC1	-14%	0.4	14%	-1%	6%	1	8	0.5	-9%
CC1=NN(c2ccccc2C(=O)O)C(=O)C1N=Nc1ccccc1 (stereo not given)	-8%	-0.6	-2%	-15%	3%	3	-5	0.4	0%
CC1CCCN(Cc2nc3c(c(=O)n(C)c(=O)n3C)n2CCCc2ccccc2)C1 (stereo not given)	0%	-0.9	-4%	-6%	1%	-1	-20	-0.2	1%
CC(C)CCOc1ccc(C2=NNC(=O)CC2)cc1	-5%	-0.3	17%[57.1 µM]	-20%[57.1 µM]	10%	-2	-3	0.0	5%

Of the compounds above, 2 contain an NH in an aromatic ring.
SMILES	USP1 inh	TRHR agonist	rTrxR1 inhibitor	TrxR1 substrate	IDH1 R132H inh	TRHR PAM	D2 antag	D2 ag	Pin1 inhibitor
CCc1ccc(C(=O)NNC(=O)CCc2nc3ccccc3c(=O)[nH]2)cc1	-13%	0.7	8%[57.1 µM]	0%[57.1 µM]	0%	-9	-3	0.1	7%
C[C@]12c3[nH]c4cc(-c5ccco5)ccc4c3CCN1C(=O)[C@@H](CC(=O)NCCN1CCOCC1)C[C@@H]2C(=O)N1CCCCC1	0%	/	7%	31%	2%	/	/	/	2%

Source: PubChem (National Center for Advancing Translational Sciences (NCATS))
